FH mod: Identification of activators of human fumarate hydratase by quantitative high-throughput screening. FH coupled MDH/diaphorase resazurin fluorescence, 15 min. Potency, µM (titrated, usually from 79.9 µM), inactives show at the highest dose activity change, negative = inhibition, hits mostly inhibitors. 54,000 compounds, 0.22% hits. AID 1347055, 2019; also: potency is read from the fitted curve at half-maximal effect; % is scaled to controls: 0 for no effect and ±100 for the full control effect; the screen sought activators but most active calls are inhibition curves; nearly all actives have a fitted effect of over 45% in size
p53null 39C tox: p53 null cell cytotoxicity, nonpermissive temperature; H1299 p53-null (neo) cells, 39C, ATPlite viability, 24 h; Potency, µM (top dose mostly 46.1 µM), for the others: top-dose activity, negative = cell killing, actives largely listed as cytotoxic; 55,000 compounds, 0.97% hits;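 also: potency is read from the fitted curve at half-maximal effect; 0% = DMSO only and -100% = full killing by 100 µM tamoxifen; nearly all actives have a fitted effect of over 50% in size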
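H1299 lung cancer cells, p53-null (H1299-neo) or expressing p53 A138V (H1299-p53A138V), were plated overnight at 37C, then exposed to compounds at up to 46 uM for 24 hr at 39C. Viability was read by ATP-based luminescence.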
B2AR arrestin ag: beta-arrestin recruitment by human beta2-adrenergic receptor ligands; P07550; 44,000 tested, under 10 active; HTLA Tango cells, beta-arrestin recruitment, luciferase luminescence, 18 h; Potency, µM (top dose mostly 46.1 µM), for inactives: at the highest dose activation, hits mostly activators; AID 1347077;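 also: potency is read from the fitted curve at half-maximal effect; 0% = DMSO and full agonism = EC100 isoproterenol or metaproterenol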
Target sequence (P07550 whole entry, looked up): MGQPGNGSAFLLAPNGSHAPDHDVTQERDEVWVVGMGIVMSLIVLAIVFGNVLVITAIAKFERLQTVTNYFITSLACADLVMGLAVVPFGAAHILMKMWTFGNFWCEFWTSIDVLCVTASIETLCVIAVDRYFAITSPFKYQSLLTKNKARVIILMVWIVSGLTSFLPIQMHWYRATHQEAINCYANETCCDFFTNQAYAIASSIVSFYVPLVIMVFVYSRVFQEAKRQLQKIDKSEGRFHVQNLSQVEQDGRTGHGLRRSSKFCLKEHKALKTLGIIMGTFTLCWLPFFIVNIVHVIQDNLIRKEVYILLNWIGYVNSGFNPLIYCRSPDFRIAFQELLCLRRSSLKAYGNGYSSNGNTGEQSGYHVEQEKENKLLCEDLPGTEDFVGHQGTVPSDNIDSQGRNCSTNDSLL
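Luminescence read-out: arrestin recruitment to recombinant beta2-AR releases tTA, inducing luciferase. Cells exposed 18 hr at 37 degrees C to up to 46 microM compound; %Activity from corrected signal, concentration-response curves classified by r2, magnitude and efficacy.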
GALK inhibitor: inhibits human galactokinase; P51570; recombinant GALK, Kinase-Glo ATP luminescence, 1 h; Potency, µM (doses to about 57.5 µM), inactives show at the highest dose activity, negative = inhibition, actives largely listed as inhibitors; 44,000 tested, under 10 active; AID 1347072;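 also: plate controls were full GALK reaction for no effect and reaction lacking GALK for full effect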
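Reactions with and without enzyme served as controls. GALK at 5 nM phosphorylates 100 uM galactose using 35 uM ATP (HEPES pH 8.0, Mg2+) for 1 h at RT, with luminescence read 10 min after adding Kinase-Glo Plus.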
p53null 32C kill: kills p53 null cells at the permissive temperature | H1299-neo p53 null cells, ATP luminescence, 24 h, 32C | Potency, µM (top dose mostly 46.1 µM), for the others: top-dose activity change, negative = cytotoxicity, usual class: cytotoxic | 55,000 compounds, 0.62% hits;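 also: potency is read from the fitted curve at half-maximal effect; 0% = DMSO only and -100% = full killing by 100 µM tamoxifen; nearly all actives have a fitted effect of over 55% in size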
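Overnight 37C seeding (600 cells/well) of H1299-neo preceded a 24 hr, 32C exposure to compounds up to 46 uM. ATP levels, read by luminescence after 20 min at RT, indicated surviving cells.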
NTMT1 inhibitor: blocks human N-terminal methyltransferase 1 activity; Q9BV86; NTMT1 MTase-Glo SAH luminescence, purified enzyme; Potency, µM (titrated, usually from 114 µM), for inactives: at the top dose activity change, negative = inhibition, usual class: inhibitors; 59,000 compounds, 2.5% hits; AID 1645870;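 also: potency is read from the fitted curve at half-maximal effect; plate controls were DMSO vehicle for no effect and no enzyme for full effect; nearly all actives have a fitted effect of over 65% in size; many of its hits are not listed in these tables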
Target sequence (Q9BV86 whole entry, looked up): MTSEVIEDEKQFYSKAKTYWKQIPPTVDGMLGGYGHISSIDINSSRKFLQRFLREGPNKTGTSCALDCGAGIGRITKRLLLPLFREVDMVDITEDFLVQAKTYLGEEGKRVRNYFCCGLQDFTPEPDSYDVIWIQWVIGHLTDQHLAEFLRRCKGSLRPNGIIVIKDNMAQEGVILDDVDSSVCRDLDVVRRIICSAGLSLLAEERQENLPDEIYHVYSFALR
TSG101-PTAP inh: TSG101-PTAP interaction inhibition, HIV-1 budding; Fluorescence polarization, FITC-PTAP peptide/Tsg101, 20 min; Potency, µM (top dose mostly 115 µM), inactives show at the top dose activity change, negative = inhibition, usual class: inhibitors; 44,000 tested, under 10 active; Q99816; AID 1347069; also: potency is read from the fitted curve at half-maximal effect; 0% is about no effect
Target sequence (Q99816 whole entry, looked up): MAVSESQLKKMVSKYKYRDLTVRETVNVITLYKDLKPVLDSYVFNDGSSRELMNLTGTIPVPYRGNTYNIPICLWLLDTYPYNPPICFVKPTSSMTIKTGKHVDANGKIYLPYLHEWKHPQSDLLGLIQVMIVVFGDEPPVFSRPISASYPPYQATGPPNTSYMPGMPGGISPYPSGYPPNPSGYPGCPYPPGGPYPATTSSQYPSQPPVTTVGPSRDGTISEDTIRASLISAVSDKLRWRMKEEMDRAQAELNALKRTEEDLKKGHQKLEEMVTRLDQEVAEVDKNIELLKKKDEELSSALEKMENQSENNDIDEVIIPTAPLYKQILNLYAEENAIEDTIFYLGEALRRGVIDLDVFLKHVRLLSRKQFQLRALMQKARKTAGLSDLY
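FITC-labeled PTAP peptide (50 nM final) binding to Tsg101 binding domain (10 uM final) read by fluorescence polarization after 20 min at r.t. in HEPES pH 7.5 buffer. Actives by CRC class, <25 µM.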
* marks the source's active call; other numbers are inactive results; ? = inconclusive; . = not tested or not shown; [ ] = another dose, or the depositor's remark. Calls follow the shape of the dose curve; as a rule, active = well fitted curve in the direction sought with a large enough effect; inconclusive = small, poorly fitted or top-dose-only effect, or another doubt; inactive = no such curve, though single readings can be large; an effect the other way counts as inactive or inconclusive.

SMILES	FH mod	p53null 39C tox	B2AR arrestin ag	GALK inhibitor	p53null 32C kill	NTMT1 inhibitor	TSG101-PTAP inh
Cc1ccc(CN(C(=O)COc2ccc(C(C)(C)C)cc2)C2CCS(=O)(=O)C2)o1 (stereo not drawn)	-13%	11%	0%	1%	-4%	-4%	-6%
CCC(CO)NC(=O)C(=O)Nc1c2c(nn1-c1ccc(F)cc1)CSC2 (stereo not drawn)	3%	12%	-2%	-2%	2%	-7%	-3%
CCc1cccc(NC(=O)C2CCN(S(=O)(=O)c3cccc(-c4noc(C)n4)c3)CC2)c1	-32%	15%	-2%	-1%	-5%	8%	7%
COc1ccccc1NC(=O)Cn1cnc2ccc(S(=O)(=O)N3CCC(C)CC3)cc2c1=O	-27%	.	-2%	-1%	.	3%	-3%
Cc1ccc(NC(=O)Cn2c(CCC(=O)O)ccc2-c2ccc(Cl)cc2)cc1	-3%	-2%	-1%	2%	-4%	-2%	-2%
CCn1nc(C)c2c(-c3ccccc3)cc(=O)n(C(C)C(=O)NCc3cccc(OC)c3)c21 (stereo not drawn)	?	85%[activator]	1%	0%	16%	-12%	-6%
CN(C)c1ccc(CN(CC2CCCO2)C(=O)c2ccc(Br)cc2)cc1 (stereo not drawn)	-4%	5%	1%	9%	-8%	-5%	0%
COc1ccc(OC)c(CNC(=O)c2ccc(Sc3ccc(Cl)cc3)c(NC(C)=O)c2)c1	-24%	7%	3%	-2%	18%	-6%	-9%
CCOC(=O)c1ccc(NC(=O)CSc2nccn2-c2cc(C)cc(C)c2)cc1	-20%	26%	1%	0%	14%	-18%	-3%
COC(=O)c1c(-c2cccs2)csc1NC(=O)c1ccc(OC)c(OC)c1	-31%	-5%	-2%	5%	-8%	?	1%
COc1ccc(CCNC(=O)Cn2cc(S(=O)(=O)Cc3ccccc3F)c3ccccc32)cc1OC	-11%	-8%	1%	5%	-4%	8%	-5%
CCNC(=O)C1CCN(c2nc3ccccc3nc2C(F)(F)F)CC1	-14%	-1%	0%	-1%	-1%	-2%	-1%
COc1ccc(CNC(=O)c2cc(=O)[nH]c3ccc(S(=O)(=O)N4CCCC4)cc23)c(OC)c1	2%	9%	-2%	-8%	0%	10%	0%
Cc1cc(C)cc(-n2c(SCC(=O)N3CCCCCC3)nc3c([nH]c4ccccc43)c2=O)c1	0%	18%	0%	-7%	-3%	-4%	0%
COc1ccc(Cn2c(CO)cnc2SCc2ccc(F)cc2)cc1	3%	2%	0%	-1%	-8%	89µM*	1%
COc1cccc(C2C(C(=O)Nc3ccc(C)cc3C)=C(C)Nc3c(C(=O)Nc4ccccc4)cnn32)c1 (stereo not drawn)	-20%	1%	0%	1%	30%[activator]	?	-2%
N#Cc1ccc(-c2cccs2)nc1SCc1c(F)cccc1Cl	-19%	-21%	1%	0%	-10%	2%	-1%
Cc1ccc(C(=O)Nc2cc3nn(-c4ccccc4)nc3cc2Cl)c(C)c1	3%	7%	1%	1%	-7%	15%	-9%
Cc1ccc2[nH]c(CSc3nnc(C)s3)cc(=O)c2c1	3%	3%	0%	1%	-1%	0%	-7%
CCOc1ccc(NC(=O)Cn2c(CCC(=O)O)ccc2-c2ccc(C)cc2)cc1	-3%	-1%	0%	7%	1%	-14%	5%
Cc1ccccc1NC(=O)[C@H](CSCc1ccccc1)N1Cc2ccccc2C1=O	-15%	-1%	1%	9%	1%	7%	-1%
COc1ccc2c(c1)CCc1sc(NC(=O)c3ccc(Br)cc3)nc1-2	?	-3%	-1%	2%	-7%	-2%	-5%
CCOc1ccccc1CNC(=O)C1CCN(C2=NS(=O)(=O)C(c3ccc(C)c(C)c3)=C2C)CC1	4%	-14%	1%	0%	-8%	18%	0%
O=C(NCCc1ccc(Cl)cc1)c1cnc2sc(N3CCCC3)nn2c1=O	1%	-2%	0%	1%	-1%	5%	-7%
COc1ccccc1N1CCN(Cc2cc(COC(C)C)c3cccnc3c2O)CC1	?	1.6µM*	?	-2%	16µM*	2%	0%

Structural class, those above with a thiophene ring, fused or not
SMILES	FH mod	p53null 39C tox	B2AR arrestin ag	GALK inhibitor	p53null 32C kill	NTMT1 inhibitor	TSG101-PTAP inh
COC(=O)c1c(-c2cccs2)csc1NC(=O)c1ccc(OC)c(OC)c1	-31%	-5%	-2%	5%	-8%	?	1%
N#Cc1ccc(-c2cccs2)nc1SCc1c(F)cccc1Cl	-19%	-21%	1%	0%	-10%	2%	-1%

Back to the main list, repeating the two entries before the break.
SMILES	FH mod	p53null 39C tox	B2AR arrestin ag	GALK inhibitor	p53null 32C kill	NTMT1 inhibitor	TSG101-PTAP inh
O=C(NCCc1ccc(Cl)cc1)c1cnc2sc(N3CCCC3)nn2c1=O	1%	-2%	0%	1%	-1%	5%	-7%
COc1ccccc1N1CCN(Cc2cc(COC(C)C)c3cccnc3c2O)CC1	?	1.6µM*	?	-2%	16µM*	2%	0%
Cc1ccc(C)c(NC(=O)C2CCCN(c3ncnc4onc(C)c34)C2)c1 (stereo not drawn)	-1%	-21%	0%	2%	2%	4%	-1%
CC1C(=O)N2CCCc3cc(S(=O)(=O)Nc4ccc(Br)cc4F)cc1c32 (stereo not drawn)	-6%	-2%	-1%	0%	1%	?	-3%
COc1ccccc1NC(=O)CSCc1cc(=O)c2c(C)cc(C)cc2[nH]1	-31%	-23%	2%	4%	0%	-1%	-3%
CCCN(C(=O)Cn1ncc2c1-c1ccccc1OC2)c1cccc(C)c1	-11%	-1%	-1%	-2%	17%	?	-6%
CC(=O)c1ccc(N2CCN(S(=O)(=O)c3cc(-c4onc(C)c4C)ccc3C)CC2)cc1	-23%	-19%	2%	1%	-10%	-5%	0%
Cc1nc(-c2cccc(NC(=O)Nc3ccc([N+](=O)[O-])cc3)c2)no1	-9%	45%[activator]	-1%	3%	16%	13%	-3%
CCC(=O)N1CCc2cc(Br)cc(S(=O)(=O)N3CCC(C(=O)N(CC)CC)CC3)c21	0%	-4%	0%	-2%	5%	2%	0%
Cc1ccc(CNC(=O)CSc2nc(=O)n(Cc3ccco3)c3c2CCC3)cc1	-4%	-5%	-3%	-7%	4%	0%	0%
Cc1ccccc1Nc1cc(C(=O)NC2CCCCC2)c2ccccc2n1	-13%	-7%	1%	7%	-6%	?	1%
CCOC(=O)c1cc(-c2ccccc2)n(-c2cccc(C(=O)N(CC)c3ccccc3)c2)c1C	?	8%	-2%	0%	41%[activator]	6%	0%
CC(=O)c1cccc(NC(=O)c2sc(-n3nc(C)c(Cc4ccccc4)c3C)nc2C)c1	-13%	-4%	-5%	5%	-4%	5%	-3%
COc1ccc(-c2cc(C(=O)NCCc3ccc(Cl)cc3)[nH]n2)cc1	6%	-18%	-1%	0%	-2%	8%	-1%
CCC(C)NC(=O)c1sc2nc(C)c(C(=O)Nc3ccc(C)cc3C)c(-c3ccc(Cl)cc3)c2c1N (stereo not drawn)	?	5%	-2%	2%	5%	21%	0%
COc1cccc(-n2c(SCC(=O)N3CCc4ccccc43)nc3c([nH]c4ccccc43)c2=O)c1	10%	6%	1%	1%	-6%	9%	0%
Cc1cc(=O)[nH]c2nnc(SCc3ccc(C(F)(F)F)cc3)n12	3%	16%	0%	1%	2%	-1%	-7%
CCCc1ccc(OCC(=O)Nc2sc3c(c2C(=O)OC)CCCCC3)cc1	6%	25%	0%	0%	6%	89µM*	-3%
COc1cc(OC)cc(-c2nc3n(n2)C(c2ccccc2F)C(C(=O)Nc2cccnc2)=C(C)N3)c1 (stereo not drawn)	-13%	19%	-2%	0%	2%	-14%	-5%
COc1ccc(Cn2c(C(=O)O)c(CNCCc3cccs3)c3ccc(C)cc32)cc1	-15%	-8%	0%	0%	-6%	12%	-7%
CC(C)(C)OC(=O)N1CCC(c2c(C(=O)NCc3ccco3)cnn2-c2ccc(F)cc2F)CC1	4%	-11%	0%	0%	4%	-2%	-5%
CCOC(=O)C1CCCN(C(=O)c2ccc3c(c2)N(Cc2ccc(Cl)cc2)C(=O)c2ccccc2S3=O)C1 (stereo not drawn)	-23%	-2%	1%	0%	0%	-25%	-3%
Cc1cccc(NC(=O)C2CCC(CNS(=O)(=O)c3csc(C(N)=O)c3)CC2)c1C (stereo not drawn)	15%	-6%	-1%	1%	-4%	-5%	3%
Cc1ccc(NC(=O)Nc2nnc(SCC(=O)Nc3ccc(F)cc3F)s2)cc1	5%	-16%	-4%	-5%	-10%	-7%	2%
Cc1ccc(C2C(=O)N(C3CCCCCC3)CC(=O)N2CCC2=CCCCC2)cc1 (stereo not drawn)	.	-5%	-1%	2%	5%	.	-4%
O=C(Nc1ccc(F)c(F)c1)C1CCCN(S(=O)(=O)c2cccc3nonc23)C1 (stereo not drawn)	3%	-21%	0%	0%	-13%	-17%	-2%
CCOc1ccc(NC(=O)Cn2c(C)ccc(C#N)c2=O)cc1	2%	-9%	1%	-12%	-3%	-3%	-11%

Continuation:
SMILES	FH mod	p53null 39C tox	B2AR arrestin ag	GALK inhibitor	p53null 32C kill	NTMT1 inhibitor	TSG101-PTAP inh
COc1cc(NC(=O)C(=O)Nc2ccc3nc4n(c(=O)c3c2)CCCCC4)cc(OC)c1OC	-2%	-2%	-3%	-13%	-8%	6%	-2%
COc1cccc2cc(-c3cn4c(n3)sc3cc(F)ccc34)c(=O)oc12	-2%	-12%	-3%	2%	-3%	-5%	-6%
COc1ccc(C2c3cc(OC)c(OC)cc3CC(=O)N2c2ccc(C)cc2)cc1 (stereo not drawn)	.	?	-2%	9%	19%	.	-2%
Cc1cccc(N2CCN(C(=O)c3cc4c(=O)oc5ccccc5c4s3)CC2)c1C	10%	10%	1%	2%	-1%	20%	-9%
COCCCNC(=O)c1sc2nc(C)c(C(=O)Nc3ccc(C)cc3C)c(-c3ccc(Br)cc3)c2c1N	-23%	16%	-2%	-2%	4%	-10%	0%
COc1cccc(C2C(C(N)=O)=C(C)Nc3nc(CCCO)nn32)c1 (stereo not drawn)	-2%	-7%	-1%	1%	-12%	-5%	1%
CCOc1ccc(NC(=O)CSc2oc(-c3ccco3)nc2S(=O)(=O)c2ccc(C)cc2)cc1	-24%	-15%	1%	1%	11%	-2%	2%
CC(C)(C)n1cnc2cc(NCc3ccccc3Cl)ccc21	?	?	-2%	1%	-19%	-14%	-4%
CCOc1ccccc1NC(=O)CCS(=O)(=O)c1cccc2nsnc12	-7%	-4%	-2%	5%	-1%	4%	-7%
COc1ccc(NC(=O)C2CCN(c3cnccn3)CC2)cc1Cl	-2%	-8%	-1%	0%	-8%	0%	-2%
Cc1cccc(N2CCN(C(=O)Cn3nc(C)c4sc5ccccc5c4c3=O)CC2)c1C	-6%	37%[activator]	1%	-2%	13%	-29%	-2%
O=C(NCC(c1ccc2c(c1)OCO2)N1CCN(c2ccccc2)CC1)c1ccc(F)c(F)c1 (stereo not drawn)	-32%	16%	0%	-3%	-4%	-1%	-2%

Screens (PubChem)

Some of the compounds tested (hit frequency here may not be typical).
